Screening results as filed in PubChem.
aSyn rescue = rescues yeast growth from alpha-synuclein toxicity; 370,000 tested, 0.14% active; Yeast expressing alpha-synuclein, growth rescue, BacTiter-Glo, 24 h; AID 652106; Potency, µM (highest dose often 46.1 µM), for the others: at the highest dose growth rescue (activation), actives largely listed as activators; note: potency is the fitted concentration of half-maximal effect; % of control where 0% means no effect; nearly all actives have a fitted effect of over 65% in size
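Galactose-induced alpha-syn yeast (OD600=0.02, raffinose-pregrown) + pinned cpd, 24 hr, 30 deg C; growth by BacTiter-Glo luminescence. Growth restoration scores as activation.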
TDP43 rescue = rescues yeast growth from TDP-43 toxicity. TDP-43 expressing yeast growth rescue, BacTiter-Glo, 24 h. 410,000 tested, 1.8% active. Potency, µM (titrated, usually from 46.1 µM), for the others: top-dose growth rescue (activation), usual class: activators. AID 652104; note: potency is the fitted concentration of half-maximal effect; % of control where 0% means no effect; nearly all actives have a fitted effect of over 50% in size
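Yeast cells expressing TDP-43 under galactose induction are exposed to compounds for 24 hr at 30 deg C. BacTiter-Glo luminescence measures growth, so protective compounds score as activators.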
pAkt inh = blocks phosphorylation of Akt; Neuro2A IGF-stimulated pAkt S473 HTRF, 20 min; stronger effect = lower value; activity change, % for hits at 50 µM; 360,000 tested, 0.32% active; in the data active = activity change below about -80%; inconclusive = mostly about -51% to -80%; note: % is set by controls: 0 for no effect and ±100 for the full control effect
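Neuro2A cells in DMEM with 0.5% FBS, overnight at 37 deg C, given compound at single 50 µM final, then IGF (6 nM final) for 20 min at 37 deg C. Lysed; phospho-Akt Ser473 by HTRF after 24 h, 665/615 ratio.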
Mm-Cpn inhibitor = inhibitors of Methanococcus maripaludis chaperonin (MmCpn) | purified Mm-Cpn ATPase, ADP Transcreener TR-FRET | 330,000 tested, 0.031% active | Potency, µM (titrated, usually from 76.9 µM), for inactives: at the top dose activity, negative = inhibition, usual class: inhibitors | AID 504842; note: potency is the fitted concentration of half-maximal effect; % is set by controls: 0 for no effect and ±100 for the full control effect; nearly all actives have a fitted effect of over 80% in size
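Reaction buffer contained 30 mM Tris pH 7.4, 100 mM KCl, 5 mM MgCl2 and 1 mM DTT. Mm-CPN (25 nM final) hydrolysed 10 uM ATP over 30 min at 37°C; ADP was read by HTRF.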
FUS suppressor = suppressors of FUS proteinopathy in yeast | S. cerevisiae FUS-expressing, growth rescue, OD600, 24 h | Potency, µM (titrated, usually from 76.6 µM), for inactives: at the top dose growth rescue (activation), actives largely listed as activators | 390,000 tested, 0.24% active | AID 1347120;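 note: potency is the fitted concentration of half-maximal effect; plate controls were DMSO vehicle for no effect and reference control for full effect; nearly all actives have a fitted effect of over 55% in size; some results filed as inactive show a strong effect at the top dose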
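Yeast FUS proteinopathy model; galactose-induced FUS (2%), starting OD 0.005. Cpds in dilution series, 24hr, 30C, 99% humidity. Abs 600 nm growth. Pos ctrl CP55940 (top 92uM final); neg ctrl DMSO.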
GLP1R cytotox = cytotoxicity in counter-screen for GLP-1R inverse agonists; HEK293 cAMP-luciferase reporter cells, luminescence, 24 h; Potency, µM (top dose mostly 38.3 µM), without a hit: at the top dose activity change, negative = inhibition, hits mostly inhibitors; 410,000 tested, 0.13% active;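 note: loss of luciferase light is scored as toxicity; potency is the fitted concentration of half-maximal effect; % is set by controls: 0 for no effect and ±100 for the full control effect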
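MLSMR compounds, 24 hr on cells at 37 deg C/5% CO2; luminescence after luciferase reagent (12 min RT). Inhibition counted as the undesired cytotoxic outcome.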
Abeta rescue = restores growth of yeast expressing A-beta42 peptide; 410,000 tested, 0.063% active; yeast expressing A-beta42, growth rescue, OD600, 48 h; response scale: 0% DMSO, 100% iron-clioquinol control; AID 1347071; Potency, µM (titrated, usually from 46.1 µM), for the others: at the highest dose growth rescue, most hits filed as activators; note: potency is the fitted concentration of half-maximal effect; nearly all actives have a fitted effect of over 55% in size
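Growth rescue measured by 600 nm absorbance after 48 h yeast culture at 30 C with compound. Values normalized between DMSO and an equimolar ferric chloride plus clioquinol control.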
GLP1R inv ag = acts as inverse agonist at human GLP-1 receptor; HEK293 GLP-1R CRE-luciferase, luminescence, 24 h; GLP-1R form is constitutively active; Potency, µM (doses to about 38.3 µM), for inactives: top-dose activity change, negative = inhibition, usual class: inhibitors; 410,000 tested, 1.6% active; note: potency is the fitted concentration of half-maximal effect; % is set by controls: 0 for no effect and ±100 for the full control effect; nearly all actives have a fitted effect of over 55% in size
Target sequence (P43220 whole entry, looked up): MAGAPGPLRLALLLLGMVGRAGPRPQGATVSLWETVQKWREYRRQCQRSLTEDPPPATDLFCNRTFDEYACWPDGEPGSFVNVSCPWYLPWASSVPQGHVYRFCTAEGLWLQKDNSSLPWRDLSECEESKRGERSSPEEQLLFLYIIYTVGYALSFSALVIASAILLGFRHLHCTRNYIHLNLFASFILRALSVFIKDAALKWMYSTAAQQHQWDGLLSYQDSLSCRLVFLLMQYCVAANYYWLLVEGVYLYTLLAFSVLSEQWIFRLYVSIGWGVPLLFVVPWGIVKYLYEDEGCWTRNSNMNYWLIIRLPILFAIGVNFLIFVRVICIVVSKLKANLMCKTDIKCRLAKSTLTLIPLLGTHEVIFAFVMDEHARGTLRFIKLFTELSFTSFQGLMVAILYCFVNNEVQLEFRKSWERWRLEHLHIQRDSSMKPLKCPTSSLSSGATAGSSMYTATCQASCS
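Seeding at 200 cells/uL, 12 h culture, 24 hr compound treatment, then luciferase reagent and a luminescence read; cells are HEK293 stably expressing a constitutively active GLP-1R plus cAMP-responsive luciferase.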
PTHR1 agonist = activates the human parathyroid hormone receptor PTHR1; Q03431; HEK293 GP2 PTHR1 cells, GloSensor cAMP luminescence, 1 h; Potency, µM (series often up to 115 µM), inactives show top-dose activation, hits mostly activators; 410,000 tested, 0.075% active; AID 743266; note: potency is the fitted concentration of half-maximal effect; nearly all actives have a fitted effect of over 55% in size; some results filed as inactive show a strong effect at the top dose; inactives centre near -15; many of its hits are not listed in these tables
Target sequence (Q03431 whole entry, looked up): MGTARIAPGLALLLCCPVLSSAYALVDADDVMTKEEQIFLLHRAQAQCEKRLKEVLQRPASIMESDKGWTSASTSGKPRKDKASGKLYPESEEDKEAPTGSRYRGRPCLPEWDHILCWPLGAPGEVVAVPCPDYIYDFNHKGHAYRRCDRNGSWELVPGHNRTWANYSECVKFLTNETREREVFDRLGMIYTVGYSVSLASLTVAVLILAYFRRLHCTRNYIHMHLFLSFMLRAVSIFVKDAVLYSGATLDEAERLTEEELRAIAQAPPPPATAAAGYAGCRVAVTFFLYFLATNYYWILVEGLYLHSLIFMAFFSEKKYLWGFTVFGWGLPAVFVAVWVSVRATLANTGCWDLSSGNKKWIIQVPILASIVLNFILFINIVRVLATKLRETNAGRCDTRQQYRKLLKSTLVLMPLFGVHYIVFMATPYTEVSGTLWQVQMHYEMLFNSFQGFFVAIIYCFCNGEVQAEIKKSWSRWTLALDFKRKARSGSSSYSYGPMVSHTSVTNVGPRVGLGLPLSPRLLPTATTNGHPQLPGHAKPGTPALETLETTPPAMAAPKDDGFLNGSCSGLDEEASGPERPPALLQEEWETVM
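HEK-293-derived GP2 cells expressing PTHR1 and a GloSensor cAMP reporter, 3,000/well, plated overnight, given luciferin plus IBMX (each 0.5 mM as added) for 1 h at 37 °C, then compound for 1 h at 37 °C. Luminescence was read after 15 min at room temperature.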
* marks the source's active call; other numbers are inactive results; i = inactive; ? = inconclusive; . = not tested or not shown; & = joins results of further samples; [ ] = dose if it differs, or a comment. Unless noted, calls come from the whole dose curve; as a rule, active = well fitted curve in the direction sought with a large enough effect; inconclusive = small, poorly fitted or top-dose-only effect, or another doubt; inactive = no such curve, though single readings can be large; an effect the other way counts as inactive or inconclusive. A portion of the library (hit frequency here may not be typical).

mol | aSyn rescue | TDP43 rescue | pAkt inh | Mm-Cpn inhibitor | FUS suppressor | GLP1R cytotox | Abeta rescue | GLP1R inv ag | PTHR1 agonist
Cc1cc2oc(=O)cc(CN(C)Cc3cccc(F)c3)c2cc1Cl | 1% | ? | i | -1% | 30% | -13% | -2% | ? | -24%
CCOC(=O)C1=C(COC(=O)COc2ccccc2C#N)NC(=O)NC1C (configuration not stated) | 3% | -5% | i | 2% | 4% | -7% | 1% | 23% | 0%
CN(c1ccccc1)S(=O)(=O)c1cccc(C(=O)OCC(=O)NCc2ccco2)c1 | 5% | 0% | i | 1% | 4% | -1% | -11% | 1% | -44%
Cc1ccc(Nc2nnc(SCc3nc4ccccc4c(=O)[nH]3)s2)cc1 | -2% | 3% | i | 0% | 10% | 0% | -4% | -9% | -8%
CN1CCC(=O)N(CCSc2ccccc2)CC1 | 2% | 9% | i | 1% | -18% | -4% | 4% | 3% | i
CN(C)CCCn1c2c3ccccc3ccc2c2oc(=O)c3ccccc3c21 | 1%&-18% | -35%[inhibitor] | i | . | . | 177%[activator] | -10% | 23% | 1%
CCOc1ccc(N(CC(=O)N2CCCCCC2)S(=O)(=O)c2ccc(C)cc2)cc1 | -22% | 12% | i | -3% | 29% | -3% | 3% | ? | -9%
Cc1cccc(NS(=O)(=O)c2cccc(C(=O)N3CCCCCC3)c2)c1 | 0% | -18% | i | 1% | 26% | 15% | 2% | -5% | i
COc1ccc(CCC(=O)N(C)CC(=O)Nc2cc(C)ccc2C)cc1 | 10% | 12% | i | 3% | 6% | -1% | -10% | -6% | i
COc1ccc(/C=N/NC(=O)C(N)=O)c(OC)c1OC | -1% | 1% | i | 2% | 8% | -7% | 2% | 6% | -10%
CCOC(=O)CS(=O)(=O)c1ccccc1 | -8% | 9% | i | -1% | -12% | -12% | 8% | -7% | -6%[57.5 µM]
COc1nc(-c2ccc(Cl)cc2Cl)nc2ccccc12 | -8% | 1% | i | ? | 13% | 1% | -8% | 28% | -1%
Cc1ccc2nc(Nc3ncc4c(n3)CC(C)(C)CC4=O)nc(C)c2c1 | -5% | 2% | i | -27% | 24% | -9%[7.66 µM] | 12% | -20%[7.66 µM] | -20%
CCc1cc(C(=O)Nc2nc(-c3ccccn3)cs2)sc1C | ? | ? | i | -3% | 19% | ? | -12% | ? | -45%[inhibitor]
COc1ccc(Cl)cc1NC(=O)CN(C)CC(=O)NCc1cccs1 | 1% | -1% | i | -1% | -13% | -15% | -2% | ? | 18%
COc1ccc(-c2nn(-c3ccccc3)cc2/C=N/N2C(=O)CSC2=S)cc1 | -32%[inhibitor] | -12% | i | -1% | 32% | -16% | -5% | 12% | -23%
O=C(NCCOc1ccccc1Cl)c1cc(F)c(F)cc1Cl | 14% | 8.9µM* | i | 1% | . | 1% | -14% | -22% | -23%
O=C(NCc1ccc(F)cc1)c1cc(-c2cccs2)on1 | 2% | 0% | i | 2% | 17% | -4% | -5% | 0% | -6%[57.5 µM]
O=C(NCc1cccnc1)c1cc(C2CCCCN2S(=O)(=O)c2cccc3cccnc23)on1 (configuration not stated) | 0% | 21% | i | . | -5% | 1% | 10% | 23% | i
O=C(CSc1nccc(=O)[nH]1)c1cc2ccccc2o1 | 4% | 8% | i | -1% | -11% | 1% | 12% | 16% | i
CCCNC(=O)N1CCCN(S(=O)(=O)c2ccc3c(ccn3CC)c2)CC1 | -3% | 0% | . | . | -1% | -4% | 2% | -2% | i
CCOC(=O)c1ccc2c(c1)N(Cc1ccccc1)C(=O)c1ccccc1S2 | . | ? | . | . | 33% | 6% | 5% | ? | -15%
COc1cc(OC)c2ccc(=O)oc2c1C(CC(=O)N1CCN(c2ccccc2)CC1)c1ccc2c(c1)OCO2 (configuration not stated) | 6% | 2% | i | -14% | ? | 1% | -6% | -16% | -9%
NC(=O)c1ccccc1NC(=O)c1ccccc1S(=O)(=O)c1ccccc1[N+](=O)[O-] | -4% | 8% | i | -2% | 8% | -28% | 1% | 6% | -39%
CCOc1ccccc1NC(=O)c1cccc(NC(=O)c2ccco2)c1 | -7% | 0% | i | 0% | -31% | -30% | -2%[9.22 µM] | ? | -1%

Reprinted from the part before: two compounds; new compounds follow.
mol | aSyn rescue | TDP43 rescue | pAkt inh | Mm-Cpn inhibitor | FUS suppressor | GLP1R cytotox | Abeta rescue | GLP1R inv ag | PTHR1 agonist
NC(=O)c1ccccc1NC(=O)c1ccccc1S(=O)(=O)c1ccccc1[N+](=O)[O-] | -4% | 8% | i | -2% | 8% | -28% | 1% | 6% | -39%
CCOc1ccccc1NC(=O)c1cccc(NC(=O)c2ccco2)c1 | -7% | 0% | i | 0% | -31% | -30% | -2%[9.22 µM] | ? | -1%
CCC1=C(OC(=O)N(CC)CC)N2C(=O)OC(=NCC3CC3)[C@]2(Cc2ccccc2)[C@H]2C1=CC[C@H]1C(=O)N(c3ccccc3)C(=O)[C@H]12 | 2% | -1% | i | 1% | ? | ? | 2% | ? | -11%
Cc1ccc(Cl)cc1N(CC(=O)N1CCOCC1)S(C)(=O)=O | 1% | 15% | i | 0% | -23% | 0% | 6% | 9% | -23%
Cc1cc(C)nc(NS(=O)(=O)c2ccc(NC(=O)CSc3nc4ccccc4[nH]3)cc2)n1 | -7% | -4% | i | 0% | . | -27% | 3% | 7% | i
Clc1ccc(C2=Nn3c(nnc3-c3cc(-c4ccccc4)n[nH]3)SC2)cc1 | 2% | -14% | i | -1% | 37% | -23% | -12% | 11% | -24%[57.5 µM]
COc1ccc(C(=O)Nn2cnnc2)c(OC)c1 | -20% | 0% | i | 2% | -3% | -13% | 4% | 56% | i
Nc1nc(-c2ccccc2)[nH]c(=O)c1N=O | 2% | -7% | i | -1% | 5% | 17% | -11% | -5% | i
CC(=O)Nc1ccc(S(=O)(=O)N2CCN=C2SCc2ccc(C)cc2)cc1 | 7% | 6% | i | 0% | 14% | 5% | 22% | 40% | -6%
O=C(/C=C/c1cccc(Cl)c1)NCCCN1CCOCC1 | -5% | 4% | i | -2% | 6% | -1% | 7% | 12% | i
COCCNC(=O)c1cnc2sc(N3CCCCC3)nn2c1=O | . | 7% | . | . | -22% | 1% | -1% | 10% | i
CNC(=O)CN1C(=O)c2cccc3cccc1c23 | 1% | 10% | i | -2% | -3% | 5% | 17% | 7% | -9%[57.5 µM]
O=C1CC(c2ccccc2)Cc2[nH]c(=O)c(-c3nc(-c4cccc(Cl)c4)cs3)cc21 (configuration not stated) | . | ? | . | . | 3% | -2% | 0% | -34% | i
CC(C)N1C(=O)CCC1C(=O)N1CCN(c2ccc(F)cc2)CC1 (configuration not stated) | -4% | 3% | i | 1% | -8% | 1% | 2% | 32%[activator] | i
COc1ccc(N(C)S(=O)(=O)c2ccc(C)cc2)c([N+](=O)[O-])c1 | 0% | 16% | i | 1% | -9% | 0% | -11% | -11% | i
COc1ccc(-c2[nH]ncc2CN(C)CC2CCCCO2)cc1F (configuration not stated) | -6% | -7% | i | -1% | ? | 4% | 8% | -1% | i
C[C@@H]1CN([C@@H](C)CO)C(=O)CCCn2cc(nn2)CO[C@H]1CN(C)C(=O)CCCN(C)C | 0% | 23% | i | . | 11% | -6% | 0% | 7% | -4%
Cc1nc2ccccc2c(=O)n1NC(=O)CCC(=O)O | 1% | -7% | i | -12% | 14% | 0% | 15% | -16% | i
O=S(=O)(c1ccc2ccccc2c1)N1CCc2ccccc21 | 7% | 6% | i | 0% | -21% | 4% | -3% | ? | -30%
CCCCCCN1C[C@@H](O)[C@H](n2cc(C3CC3)nn2)C[C@@H]1c1ccc(Cl)cc1 | 1% | 19% | i | . | -32% | -12% | 1% | ? | -4%
CCc1ccc(CN2CCCC(C(=O)N3CCCCC3)C2)cc1 (configuration not stated) | -7% | 0% | i | 1% | -9% | 1% | 7% | -9% | -8%
CCOc1ccc(NC(=O)CSc2nnc(C3CC3)n2C2CC2)cc1 | 0% | 18% | i | 3% | . | -17% | 3% | 4% | i

Profiles, quoted from the list. Values in the order: aSyn rescue | TDP43 rescue | pAkt inh | Mm-Cpn inhibitor | FUS suppressor | GLP1R cytotox | Abeta rescue | GLP1R inv ag | PTHR1 agonist
Cc1ccc(Cl)cc1N(CC(=O)N1CCOCC1)S(C)(=O)=O across the screens: 1% | 15% | i | 0% | -23% | 0% | 6% | 9% | -23%
COc1ccc(-c2[nH]ncc2CN(C)CC2CCCCO2)cc1F (configuration not stated) across the screens: -6% | -7% | i | -1% | ? | 4% | 8% | -1% | i

5 of the entries above in order of the Mm-Cpn inhibitor value, smallest number first.
molecule	Mm-Cpn inhibitor
CNC(=O)CN1C(=O)c2cccc3cccc1c23	-2%
Nc1nc(-c2ccccc2)[nH]c(=O)c1N=O	-1%
CCOc1ccccc1NC(=O)c1cccc(NC(=O)c2ccco2)c1	0%
CC(C)N1C(=O)CCC1C(=O)N1CCN(c2ccc(F)cc2)CC1 (configuration not stated)	1%
O=C(NCc1ccc(F)cc1)c1cc(-c2cccs2)on1	2%
